GC-A act: GC-A (human) enzyme activation; HEK293 GC-A cells, cGMP TR-FRET, EC30 ANP; 0% at EC30 ANP, 100% saturating ANP; activation, % at 10 µM; 0.14% of 370,000 active; in the data active means activation above about 40%
Target sequence (P16066 whole entry, looked up): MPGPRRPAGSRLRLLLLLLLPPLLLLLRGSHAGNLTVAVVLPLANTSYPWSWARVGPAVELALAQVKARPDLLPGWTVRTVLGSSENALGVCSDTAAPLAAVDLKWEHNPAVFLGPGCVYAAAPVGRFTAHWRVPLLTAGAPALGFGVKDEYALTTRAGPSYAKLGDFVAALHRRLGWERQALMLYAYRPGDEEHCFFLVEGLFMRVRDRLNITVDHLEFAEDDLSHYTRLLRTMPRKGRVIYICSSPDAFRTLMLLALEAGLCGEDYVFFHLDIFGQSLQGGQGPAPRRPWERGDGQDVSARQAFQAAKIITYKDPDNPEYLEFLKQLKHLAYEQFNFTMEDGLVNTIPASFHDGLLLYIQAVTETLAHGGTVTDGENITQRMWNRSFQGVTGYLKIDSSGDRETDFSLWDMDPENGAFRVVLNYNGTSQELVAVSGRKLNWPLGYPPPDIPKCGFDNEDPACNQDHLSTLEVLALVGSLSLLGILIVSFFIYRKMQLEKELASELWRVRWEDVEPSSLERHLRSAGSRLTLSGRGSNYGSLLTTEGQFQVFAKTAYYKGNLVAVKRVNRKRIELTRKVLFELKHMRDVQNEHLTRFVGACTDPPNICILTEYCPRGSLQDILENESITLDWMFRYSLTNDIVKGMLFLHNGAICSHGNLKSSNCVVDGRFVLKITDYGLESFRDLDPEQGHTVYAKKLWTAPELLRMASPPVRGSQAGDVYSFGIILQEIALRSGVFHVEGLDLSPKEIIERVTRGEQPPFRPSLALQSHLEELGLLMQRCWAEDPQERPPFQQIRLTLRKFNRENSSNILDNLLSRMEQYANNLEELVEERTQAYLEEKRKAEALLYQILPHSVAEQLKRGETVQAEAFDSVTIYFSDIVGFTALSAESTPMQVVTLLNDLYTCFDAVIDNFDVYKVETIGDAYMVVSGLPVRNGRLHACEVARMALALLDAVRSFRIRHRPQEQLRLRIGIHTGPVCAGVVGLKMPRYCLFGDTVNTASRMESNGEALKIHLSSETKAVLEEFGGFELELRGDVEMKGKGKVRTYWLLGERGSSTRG
hgDAF-12 ag: agonists of H. glycines DAF-12 nuclear receptor. AID 687014. 1.8% of 370,000 active. HEK293 GAL4-hgDAF12 UAS-luciferase reporter, agonist luminescence; normalized to butyrate control. activation, % at 6.8 µM;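 active means activation above a cutoff set at the mean of all screened compounds plus 3 SD, cut at about 10% in these data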;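 further: 0% = DMSO wells and 100% = sodium butyrate wells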
PG9 binder: binds the HIV-1 gp120 antibody PG9 | inhibition, % at 6.7 µM | 0.43% of 360,000 active | TR-FRET gp120-PG9 antibody binding; in the data active means inhibition above about 8.5%
ADAM10 inh: inhibitors of human ADAM10 | O14672 | recombinant ADAM10, EDANS/DABCYL FRET peptide cleavage, 3 h | inhibition, % at 7 µM | 0.62% of 370,000 active | AID 720582;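 active means inhibition above a per-campaign cutoff equal to the mean of compounds falling between control-based bounds plus 3 SD, cut at about 20% in these data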;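 further: 0% = DMSO wells while the 100% control is not disclosed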
ssDAF-12 act: activators of S. stercoralis DAF-12 nuclear receptor; activation, % at 6.8 µM; HEK293 ssDAF-12/GRIP1 lit1-tk-luc reporter, luminescence; % of 3 µM dafachronic acid response; 1% of 370,000 active; AID 652126;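 active means activation above the mean over all tested compounds plus 3 SD, cut at about 0.9% in these data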;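 further: 0% = DMSO-only wells and 100% = 3 µM delta7-dafachronic acid wells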
hcDAF12 agonist: H. contortus DAF-12 activation, primary screen; HEK293 hcDAF-12 lit1-tk-luc reporter, luminescence; 0% DMSO, 100% Δ7-dafachronic acid; activation, % at 6.8 µM; 1.4% of 370,000 active;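 active means activation above the mean of all tested compounds plus 3 SD, cut at about 5.5% in these data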;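 further: 100% = response to 3 µM Δ7-dafachronic acid high control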
SMARCA2 activ: increases SMARCA2 function in MMTV reporter cells. 1% of 370,000 active. MG213 cells, MMTV-luciferase reporter, dexamethasone, overnight. activation, % at 9.1 µM. AID 652017; in the data active means activation above about 7.8%;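 further: 0% = vehicle wells and 100% = reference activator wells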
DAX1 inh-1: inhibits human nuclear receptor DAX1; P51843; HEK293 Gal4-DAX1 luciferase reporter, luminescence; inhibition, % at 6.75 µM; 0.99% of 340,000 active; AID 504766;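 active means inhibition above the mean over all tested compounds plus 3 SD, cut at about 4.2% in these data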;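 further: 0% = DAX1-transfected cells with DMSO and 100% = empty-vector control cells with DMSO; inhibition shows as a rise in luminescence from relieved DAX1 repression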
FXN GAA850 act: frataxin GAA850 promoter activation; 0.56% of 360,000 active; HEK293 lucGAA850 FXN promoter luciferase reporter, 24 h; percent of 10 µM SAHA response; activation, % at 6 µM;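 active means activation above the average of all compounds screened plus 3 SD, cutoff fixed separately per campaign, cut at about 7.5% in these data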;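 further: 0% = DMSO wells and 100% = 10 µM SAHA wells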
DAX1 inh-2: inhibitors of DAX1 repression of SF-1 activated StAR promoter | HEK293T StAR-luciferase reporter, SF-1/DAX-1 repression relief | inhibition, % at 6.8 µM | 1.1% of 370,000 active | AID 652010;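 active means inhibition above the mean over all tested compounds plus 3 SD, cut at about 3.6% in these data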;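 further: 0% = DAX-1 cells with DMSO and 100% = cells lacking DAX-1 with DMSO; higher inhibition means more luminescence from relief of DAX-1 repression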
ADAM17 inh: inhibitors of human ADAM17. recombinant ADAM17, EDANS/DABCYL FRET peptide cleavage. inhibition, % at 6.95 µM. AID 720648. P78536. 0.83% of 370,000 active;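 active means inhibition above the mean of compounds lying between control limits plus 3 SD, set per campaign, cut at about 8.5% in these data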;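 further: 0% = DMSO-only wells as the low control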
* hit, by the source's call; x = no result given; & = joins results of further samples.

SMILES	GC-A act	hgDAF-12 ag	PG9 binder	ADAM10 inh	ssDAF-12 act	hcDAF12 agonist	SMARCA2 activ	DAX1 inh-1	FXN GAA850 act	DAX1 inh-2	ADAM17 inh
Cc1ccc(NC(=O)C(C)c2cccc(C(=O)c3ccccc3)c2)cc1 (stereo not given)	-4	-3.0	-1.6	7	-0.8	-2.5	-4	-0.8	-1.7	0.1	3
COC(=O)c1cc(=O)nc2sc3cc(OC)ccc3n12	4	4.3	-1.7	-52	-0.6	-1.2	-4	0.4	-0.6	0.1	-5
CCCCNS(=O)(=O)CCNCCc1ccccc1	-2	-0.1	0.3	-15	-0.2	-1.4	-2	1.1	1.1	0.3	-3
Cc1ccc2ccc(C#N)cc2c1O	-2	1.9	-4.4	-437	-0.1	0.2	4	0.9	-1.0	-0.1	-122
CC1(C)CC(/C=C/c2ccccc2)=Nc2ccccc2N1	-9	19*	-0.7	-27	1.8*	7.6*	5	6.0*	5.4	1.7	-14
Cc1c(NC(=S)NC(=O)c2ccc(Br)o2)c(=O)n(-c2ccccc2)n1C	3	0.4	2.2	-3	-0.8	0.6	0	0.5	2.2	0.3	-3
CC(C)NC(=O)C1(C)CCCN1Cc1csc2ccccc12 (stereo not given)	-2	-1.3	1.4	6	-2.0	-1.3	-2	x	-1.2	0.0	1
CC(C)C(NC(=O)c1ccccc1F)C(=O)NCc1ccc(F)cc1 (stereo not given)	-1	-1.3	0.6	-12	-1.4	-1.2	0	1.1	-2.2	-0.2	-1
O=C(CCNC(=O)c1ccc(Br)cc1)NNC(=O)c1ccccc1	-4	1.6	0.9	2	-1.0	0.6	-1	0.3	0.3	-0.3	0
O=C(c1ccc(N2CCN(C(=O)c3ccccc3)CC2)cc1)c1cccc(F)c1	6	-0.9	0.4	1	-2.0	-3.7	-4	-1.7	-0.8	-1.5	-3
COC(=O)C(CC(C)C)NC(=O)/C=C/c1ccccc1Cl (stereo not given)	1	0.6	-0.9	-2	-1.2	1.3	-1	0.3	2.7	-0.8	3
CC(C)(C)C(=O)/C=C/Nc1ccccc1O	-3	-5.9	-2.2	5	-0.5	-0.3	-3	0.6	-1.3	-1.4	5
COCCCNC(=O)c1ccccc1C(F)(F)F	3	5.8	-1.5	1	-1.9	-1.3	2	1.2	-1.4	-0.5	-2
Cc1cc(C)cc(C(=O)OCCCN(C)C2CN(Cc3cn(Cc4ccccc4Cl)nn3)S(=O)(=O)C2)c1 (stereo not given)	-4	-0.5	x	2	-1.6	-1.8	-1	x	x	-1.6	2
c1ccc(CCc2nn3c(Cc4ccccc4)nnc3s2)cc1	5	-1.8	0.1	8	-1.9	-2.4	1	1.0	3.0	-0.1	5
CSCCC(NS(=O)(=O)c1ccccc1F)C(=O)N1CC=C(c2ccccc2)CC1 (stereo not given)	0	-2.1	-1.4	-16	-1.0	-1.4	-4	0.0	0.8	0.0	2
CCCOC(=O)CSc1nnc(-c2ccccc2Cl)o1	19	-1.7	-0.4	2	-0.8	-1.8	-5	0.7	0.5	0.1	0
C(=N/N1CCN(c2ccccc2)CC1)/c1ccco1	3	1.8	x	1	-0.5	3.8	1	x	x	1.8	-1
CN(C)CCCN1c2ccc([N+](=O)[O-])cc2CCc2cc([N+](=O)[O-])ccc21	-5	-2.1	1.0	23*	-1.1	-1.0	-1	1.1	0.1	-0.2	8
O=C(c1ccccc1C(F)(F)F)N1CCN(S(=O)(=O)c2ccccc2)CC1	3	-1.1	-0.1	2	-0.8	-1.0	1	7.5*	-1.5	0.6	-1

Molecules shown so far containing a furan ring, fused or not, in the order listed:
SMILES	GC-A act	hgDAF-12 ag	PG9 binder	ADAM10 inh	ssDAF-12 act	hcDAF12 agonist	SMARCA2 activ	DAX1 inh-1	FXN GAA850 act	DAX1 inh-2	ADAM17 inh
Cc1c(NC(=S)NC(=O)c2ccc(Br)o2)c(=O)n(-c2ccccc2)n1C	3	0.4	2.2	-3	-0.8	0.6	0	0.5	2.2	0.3	-3
C(=N/N1CCN(c2ccccc2)CC1)/c1ccco1	3	1.8	x	1	-0.5	3.8	1	x	x	1.8	-1

The list goes on.
SMILES	GC-A act	hgDAF-12 ag	PG9 binder	ADAM10 inh	ssDAF-12 act	hcDAF12 agonist	SMARCA2 activ	DAX1 inh-1	FXN GAA850 act	DAX1 inh-2	ADAM17 inh
CN(c1ccccc1)S(=O)(=O)c1ccc(Cl)c(C(=O)NCC(c2ccco2)N2CCCC2)c1 (stereo not given)	-1	-1.5	1.0	-4	-1.6	-2.2	1	-0.5	-1.0	-1.2	-3
CN1/C(=C\C(=O)Nc2ccc(Br)cc2)C(C)(C)c2ccccc21	5	0.8	-2.3	-4	-1.8	-1.9	2	1.6	0.9	-0.6	7
Cc1ccccc1NC(=O)Cn1c([N+](=O)[O-])cnc1C	3	0.6	-2.0	2	-1.4	-1.2	0	1.1	0.2	0.0	0
CCOc1[nH]n(-c2ccc(Cl)cc2)c(=O)c1C=NCC(=O)OC	1	0.5	-2.6	0	-1.5	-0.9	1	-0.2	0.5	0.7	0
O=C(NCCc1c[nH]c2ccccc12)C(=O)NCC1CCCO1 (stereo not given)	-2	0.0	-2.0	0	-1.8	0.0	-3	-1.0	0.3	1.1	-2
Nc1c(-c2cccc(Cl)c2)cnc2c(-c3ccccc3)cnn12	-51	5.0	0.7	-26	-1.1	1.2	3	2.5	5.5	1.3	-5
CC(C)c1ccc(OCC(O)CN2CCN(c3ccccc3)CC2)cc1 (stereo not given)	5&0	-2.9&-0.2	-1.4&0.0	-5&-6	-1.1&-1.0	0.0&-3.0	-3&-2	-0.4&0.4	0.0&-2.9	0.7&-0.1	2&0
CC1(C)SC(=S)N(/N=C/c2ccccc2)C1N(O)C(=O)Nc1ccc([N+](=O)[O-])cc1 (stereo not given)	-2	-3.5	-1.0	22*	-1.2	2.8	-2	0.4	0.0	-0.3	6
O=C(NC1CCCCCC1)c1cccc(COCC(F)(F)F)c1	-3	1.1	0.1	3	-0.8	-0.9	-3	0.4	0.4	-0.1	-2
O=c1c2ccccc2nnn1CSc1nnc(C2COc3ccccc3O2)n1-c1ccccc1 (stereo not given)	-4	-2.3	-1.0	-3	-1.2	-1.3	-7	-0.3	-0.6	-0.7	-6
O=C(NCc1ccc(F)cc1)C(=O)NCC1OCCCN1S(=O)(=O)c1cccs1 (stereo not given)	0	1.1	-3.5	-6	-1.6	-0.1	-2	1.8	1.9	-0.7	0
Cc1ccc(NS(=O)(=O)c2cccc(C(=O)NNC(=O)c3ccco3)c2)c(C)c1	0	-1.2	0.8	2	-1.5	-2.1	-2	0.3	1.2	0.7	-2
CCOc1ccc(C2N(c3ccc(OC)cc3)C(=O)C3CCCN32)cc1OC (stereo not given)	1	0.7	-0.3	-4	-1.7	-0.8	0	4.8*	0.1	0.4	0
CNC[C@H]1Oc2ccc(NC(=O)Cc3cn(C)c4ccccc34)cc2CC(=O)N([C@@H](C)CO)C[C@H]1C	2	6.5	-0.3	3	-0.2	2.8	0	1.1	-1.2	0.4	-5
Cc1onc(-c2c(F)cccc2Cl)c1C(=O)Nc1cccc(S(=O)(=O)NCc2ccco2)c1	-2	-1.8	1.9	3	-1.5	-0.3	-2	-2.1	-2.5	-0.8	3
CCN(CC)S(=O)(=O)c1cccc(C(=O)N[C@@H](C)c2nc3ccccc3[nH]2)c1	2	-0.4	0.2	3	-1.2	1.6	-3	x	x	-0.2	1
CC(NC(=O)COC(=O)c1cc(S(=O)(=O)N2CCOCC2)ccc1F)c1ccccc1 (stereo not given)	3	1.2	1.6	-8	-1.1	-2.2	-2	1.3	1.3	0.6	-2
O=C(/C=C/c1ccccc1)c1ccc2c3c(cccc13)CC2	-5	-1.0	0.2	-3	-2.2	-3.6	-1	-1.5	4.0	-0.6	-5
O=C(Nc1ccccc1N1CCOCC1)c1ccc(Cl)c(S(=O)(=O)N2CCCC2)c1	5	-2.2	-0.3	-10	-1.3	1.7	-3	-0.6	-0.7	-1.8	1
CCOC(=O)c1cnc2c(-c3ccc(Cl)cc3)cnn2c1C	2	0.0	-0.5	-6	0.0	0.4	1	0.8	4.8	0.4	0
COc1ccc(NC(=O)C2=C(C)C(=O)OC23CCC(C)CC3)c(OC)c1 (stereo not given)	0	-2.9	-1.6	-4	-0.9	-1.0	-2	-0.2	0.0	-1.0	0
COc1ccccc1CCNC(=O)C1CCN(c2nc(C)cc(C)n2)CC1	0	-1.3	x	-6	-1.4	-0.5	-3	x	x	-0.1	-2
CC(=O)N1N=C(c2ccc(Cl)cc2)CC1c1ccc([N+](=O)[O-])cc1 (stereo not given)	-6	-0.3	-2.6	-1	-0.7	-0.9	0	-0.7	1.9	0.0	-1
CCOC(=O)C1CCCN(C(=O)c2cccs2)CC1 (stereo not given)	2	-3.2	-1.7	-2	-1.0	-0.6	5	x	-1.4	2.4	1
CCC(C)(C)NC(=O)CN(Cc1ccco1)C(=O)CCC(=O)Nc1nccs1	-6	2.2	-1.2	-6	-0.9	-0.1	-1	-0.5	-1.2	-0.2	-1
C=CCN1C(=S)CC(c2ccccc2)=Nc2ccccc21	-8	14*	0.2	9	-0.7	-0.5	-1	-1.1	-0.3	-0.1	4
CN1CCN(C(=O)c2cc(Oc3c(F)c(F)c(F)c(F)c3F)cc(C(=O)N3CCN(C)CC3)c2)CC1	8	-1.6	0.8	2	0.1	-0.8	-2	0.3	1.8	-0.2	2
CCOc1ccccc1NC(=O)C(Sc1nnnn1C)c1ccccc1 (stereo not given)	-3	-1.0	-1.1	-9	-1.3	-2.4	-2	0.6	-1.2	-0.5	-2
Cc1c(O)c2c(=O)n(-c3ccccc3)c(-c3ccccc3)cc2oc1=O	-31	-1.2	-1.9	-3	-1.0	1.3	-3	0.5	3.8	0.0	0
CC(NC(=O)C1c2ccccc2Oc2ccccc21)C1CCCO1 (stereo not given)	-4	4.8	-1.6	1	-1.6	-1.3	4	-0.1	-0.8	-0.1	-2
CCOC(=O)C1=C(COc2ccccc2)NC(=O)NC1c1cccc([N+](=O)[O-])c1 (stereo not given)	-7	0.5	0.2	-6	-1.4	-2.2	0	-0.2	0.3	-0.6	-4
O=C(CSc1ccccc1)Nc1cc(S(=O)(=O)N2CCOCC2)ccc1N1CCOCC1	-4	3.8	0.1	1	-1.4	1.5	-2	4.3*	1.0	-0.2	0
CCOC(=O)Oc1ccc2oc(C)c(C(=O)OCCOC)c2c1	0	2.4	1.2	-7	-1.2	-0.7	0	-0.7	1.6	-0.3	-2
Cc1ccc(Nc2nc(-c3c(C)n(C)n(-c4ccccc4)c3=O)c(C)s2)cc1	3	0.4	-2.8	4	-1.4	-1.5	5	-0.8	1.8	-0.8	-1
CCOC(=O)/C(C#N)=C1/CCCCCN1C	-2	1.1	-2.4	-4	-0.8	-0.7	0	0.8	4.1	-0.8	-2
CN(CCOc1ccc(Cl)cc1)C(=O)c1ccccc1SCC(=O)N1CCCC1	-2	-2.3	-1.2	0	-1.4	-3.6	2	-0.7	0.6	-1.7	1
COc1ccc(NC(=O)Cn2c(CCC(=O)O)ccc2-c2ccc(C)cc2)cc1	3	0.6	-2.1	-60	-0.2	-0.4	-3	1.7	0.0	-1.3	-18

High-throughput results deposited in PubChem by several laboratories.
